# Screening results as filed in PubChem.
# NCI-60 one-dose screen, 48 h, at 10 µM unless noted. Numbers give growth in % (100 = growth as untreated, 0 = no growth, -100 = all killed).
# SW-620 – SW-620 colon cancer; 82,000 tested, 5.2% active; AID 1794795
# HCC-2998 – HCC-2998 colon cancer. 79,000 tested, 4.7% active. AID 1794799
# KM12 – KM12 colon cancer cells | AID 1794800 | 82,000 tested, 5% active
# SNB-19 – SNB-19 CNS cancer cells. 81,000 tested, 2.5% active
# HCT-116 – HCT-116 colon cancer | 82,000 tested, 7.3% active | AID 1794798
# SF-268 – SF-268 CNS cancer cells; 82,000 tested, 3.1% active
# HT29 – HT29 colon cancer; 81,000 tested, 7.4% active; AID 1794748
# SNB-75 – SNB-75 CNS cancer | 79,000 tested, 5% active | AID 1794750
# HCT-15 – HCT-15 colon cancer. 82,000 tested, 5.2% active
# Starred values were filed as active, the others as inactive; . = no result given; & = joins results of further samples. The calls were made as follows: active = growth percent below 10; inactive = the rest.
1: COc1ccc(Nc2ncnc3c2cnn3-c2cccc(Br)c2)cc1
2: N#Cc1ccc([C@H]2c3[nH]c4ccccc4c3C[C@H]3C(=O)N(CCCCCCC(=O)NO)CC(=O)N23)cc1
3: CSc1nc2[nH]c(N)nc(=S)c2[nH]1
4: CCOC(=O)C(=O)NCCc1ccc(OC)c(OC)c1
5: COc1ccc2ccc3ccc(OC)c(OC(C)=O)c3c2c1
6: COc1cc(-c2cnc3nonc3n2)c(OC)c2c1OCO2
7: CN(C)C(=S)Sc1nc2ccccc2s1
8: CCOC(=O)c1ncc(-c2ccc(C(F)(F)F)cc2)c(NCCCC(F)(F)C(F)(F)C(F)(F)C(F)(F)C(F)(F)C(F)(F)C(F)(F)C(F)(F)F)n1
9: Cc1ccc(Cn2c(-c3cccc(NS(C)(=O)=O)c3)nc3ccccc32)cc1
10: COc1nc2ccc(OC(C)C)cc2cc1-c1nc2c(cnn2-c2ccc(Br)cc2)c(=O)[nH]1

Compound	1	2	3	4	5	6	7	8	9	10
SW-620	96	110	96	106	90	101	62	106	100&90	94
HCC-2998	98	107	99	110	.	102	91	117	96&104	107
KM12	95	108	103	106	93	103	107	111	94&91	97
SNB-19	92	94	102	106	87	108	78	110	97&88	107
HCT-116	70	106	94	103	99	99	66	105	96&79	97
SF-268	99	109	102	103	100	99	82	112	94&88	89
HT29	91	107	86	111	94	104	91	.	96&88	100
SNB-75	81	107	96	99	113	96	77	76	87&82	77
HCT-15	89	98	96	114	89	88	66	99	92&90	98

# Part of the list above with just SW-620 and SF-268.
cpd	smiles	SW-620	SF-268
2	N#Cc1ccc([C@H]2c3[nH]c4ccccc4c3C[C@H]3C(=O)N(CCCCCCC(=O)NO)CC(=O)N23)cc1	110	109
1	COc1ccc(Nc2ncnc3c2cnn3-c2cccc(Br)c2)cc1	96	99
3	CSc1nc2[nH]c(N)nc(=S)c2[nH]1	96	102

# (listing goes on)
11: Cc1ccc(C(=O)NC2CCCCC2)cc1
12: NS(=O)(=O)c1cc([N+](=O)[O-])ccc1Cl
13: O=C1CC(c2nc3ccccc3[nH]2)CN1c1ccc(Cl)cc1 (stereo not drawn)
14: CN(NS(=O)(=O)c1ccccc1)C(=O)c1ccccc1
15: C=CCCCOC1[C@H](OCc2ccccc2)C(OCc2ccccc2)C(OC)O[C@@H]1CNC(=O)c1cccc(-c2ccccc2)c1 (stereo partly drawn)
16: COc1cc(-c2nn(-c3ccc(Br)cc3)cc2C(=O)O)ccc1O
17: COc1ccc(/C=c2/nc3n(-c4ccccc4)c4nc5c(n4n-3c2=O)C(=N)C(=S)N5)cc1
18: O=c1c2ccccc2n(-c2ccccc2)c2cc(Cl)ccc12
19: CCCC(=O)CC(C)(C)C
20: O=C1OC2(OC(=O)C3C=CC=CC3N2c2ccccc2)c2ccccc21 (stereo not drawn)

Compound	11	12	13	14	15	16	17	18	19	20
SW-620	102	101	107	105	95	105	102	99	75	100
HCC-2998	114	99	103	106	100	108	107	.	102	95
KM12	105	100	101	114	98	95	108	112	111	95
SNB-19	105	112	98	105	83	103	95	96	98	98
HCT-116	96	95	99	109	57	98	109	89	13	93
SF-268	97	106	95	110	88	88	97	99	98	94
HT29	91	108	98	105	84	101	111	93	44	101
SNB-75	94	107	69	82	110	92	89	97	102	89
HCT-15	104	117	100	95	65	103	106	96	75	96

21: COc1ccc(NC(=S)SCCC(=O)O)cc1
22: COc1cc(/C=C2\CCC/C(=C\c3cc(CN4CCCC4)c(O)c(OC)c3)C2=O)cc(CN2CCCC2)c1O
23: O=S(=O)(c1ccccc1)N1CCCCC1CCc1ccccc1 (stereo not drawn)
24: CC(=O)C(Cc1ccc(Cl)cc1)c1ccccc1 (stereo not drawn)
25: COc1ccc(CC(=O)Nc2nn3c(-c4cc(C(F)(F)F)cc(C(F)(F)F)c4)nnc3s2)cc1
26: O=C1CCC(=O)NN1
27: CCOC(=O)/C(=C(/C)NCC(C)C)c1cc(O)c(O)c2c(C)cc(=O)[nH]c12
28: O=C1O[C@H](C(O)CO)C(O)=C1O (stereo partly drawn)
29: NS(=O)(=O)c1ccc(C(=O)NN2C(=O)c3ccccc3C2=O)cc1
30: COc1cc(NC(=O)COc2ccccc2)c(C(N)=O)cc1OC

Compound	21	22	23	24	25	26	27	28	29	30
SW-620	103	26	91	110	84	103	32	102	104	27
HCC-2998	113	52	.	107	.	102	62	103	108	47
KM12	108	12	93	112	66	105	61	103	102	29
SNB-19	103	45	89	106	70	105	51	126	102	56
HCT-116	112	-35*	78	96	62	101	10	117	110	29
SF-268	107	35	91	104	86	99	24	123	93	53
HT29	108	-46*	86	100	84	108	111	108	111	1.5*
SNB-75	95	20	108	88	.	95	78	148	75	18
HCT-15	103	16	91	102	62	98	30	108	107	30

31: CS(=O)(=O)c1cccc(-c2c(-c3cccc(OS(N)(=O)=O)c3)nc3sccn23)c1
32: COc1ccc(Cc2ncc(-c3ccc(N)cc3)o2)cc1OC
33: CCCC(C)CC(C(=O)OCC)C(=O)OCC (stereo not drawn)
34: O=C1/C(=C/c2ccc(OCCCCCCOc3cccc(Cl)c3)cc2)N=C2SCCCN12
35: COc1cc2oc(-c3cccc(NC(=O)[C@@H](CO)NC(=O)OC(C)(C)C)c3)cc(=O)c2c(OC)c1OC
36: COc1cc(/C=C2\Oc3cc(OCCCN4CCCC4)ccc3C2=O)cc(OC)c1
37: O=C(CSc1nc2ccccc2c(=O)n1CCc1ccccn1)c1ccc(F)cc1
38: CCOC(=O)c1c(-c2ccccc2)c(Cc2ccccc2)n(CCCCCCO)c1C
39: C=CCNC(=S)NNc1cc(=O)[nH]c2ccc(Br)cc12
40: Cc1ccc(/C=C2\SC(=S)N(CC(=O)NCCCN3CCOCC3)C2=O)cc1

Compound	31	32	33	34	35	36	37	38	39	40
SW-620	100	103	101	107	105	5.5*	99	94	104	103
HCC-2998	104	139	119	91	111	76	103	98	108	102
KM12	103	112	107	87	96	26	87	97	98	105
SNB-19	97	105	109	100	97	65	84	88	98	95
HCT-116	98	89	116	89	104	-67*	84	65	101	100
SF-268	101	124	113	93	103	73	92	94	91	96
HT29	107	107	112	93	113	-42*	105	60	113	109
SNB-75	71	96	96	106	91	.	14	89	86	87
HCT-15	104	103	103	86	104	5.7*	92	75	106	96

41: O=C1C(=O)c2ccccc2C(O)=C1C1=C(O)c2ccccc2C(=O)C1=O
42: COc1ccc(CN2c3ccccc3Sc3ccccc32)c(C(F)(F)F)c1
43: Cc1[nH]c(C(=O)N2CCOc3ccc(S(=O)(=O)N4CCOCC4)cc32)c2c1C(=O)CCCC2
44: COc1ccc(C2=NN(C(C)=O)C(c3ccc(Cl)cc3)C2)cc1S(=O)(=O)Nc1cccnc1 (stereo not drawn)
45: Cc1cnc(N)nc1-c1ccccc1
46: CCOc1ccc(S(=O)(=O)c2ccc(C)cc2)c2c1no[n+]2[O-]
47: Cc1cc2c(C(C)C)c(O)c(O)c(C=O)c2c(O)c1-c1c(C)cc2c(C(C)C)c(O)c(O)c(C=Nc3ccc(Cc4ccc(N)cc4)cc3)c2c1O
48: C/C(=N/O)c1ccc(NC(=O)CSc2nnc(-c3ccccc3)o2)cc1
49: C[C@H]1CNC[C@H]1NC(=O)c1cc2cc(Cl)c(F)c(F)c2[nH]1
50: Nc1c(N=Nc2ccc(-c3ccc(N=Nc4c(S(=O)(=O)O)cc5cc(S(=O)(=O)O)c(N=Nc6ccccc6)c(O)c5c4N)cc3)cc2)ccc2c(S(=O)(=O)O)cccc12

Compound	41	42	43	44	45	46	47	48	49	50
SW-620	96	26	101	107	112&103	100	112	70	93	113
HCC-2998	105	.	97	122	111&102	100	108	83	74	105
KM12	99	20	104	107	113&107	94	102	57	90	97
SNB-19	103	33	97	97	99&105	88	100	74	84	108
HCT-116	112	7.7*	97	103	111&97	80	82	62	78	99
SF-268	99	56	102	99	110&106	99	101	87	73	92
HT29	98	2.4*	88	106	116&107	53	102	50	84	108
SNB-75	79	7.8*	41	92	79&84	55	103	77	.	110
HCT-15	104	37	100	103	108&101	.	107	48	93	109

51: O=C(Nc1ccc(-n2ccc3c(NC(=O)c4ccccc4)ncnc32)cc1)c1ccc(Cl)c(Cl)c1
52: O=C(OCCCl)c1ccco1
53: COc1ccc2c(c1)/C(=C\c1c(-c3ccc(C)cc3)nc3sc(-c4cc(OC)c(OC)c(OC)c4)nn13)C(=O)N2
54: Cc1nn(-c2nc3ccccc3[nH]2)c2c1C(c1ccc(OCc3ccccc3Cl)cc1)CC(=O)N2 (stereo not drawn)
55: COc1ccc(OC)c(NC=O)c1
56: CC(C)c1nc(-c2cccc(O)c2)c(-c2ccnc(NCCCNS(=O)(=O)c3ccc(Cl)cc3)c2)s1
57: O=Cc1cccc(OCc2ccccc2)c1
58: CNC(=O)c1cc(Oc2ccc3nc(NC(=O)NCCCN4CCCC4)sc3c2)ccn1
59: CCCC(=O)N1CCCC1=O
60: CCCC(OC(=O)CCl)C(CC)COC(=O)CCl (stereo not drawn)

Compound	51	52	53	54	55	56	57	58	59	60
SW-620	83	112	100	85	105	59	101	91	103	103
HCC-2998	96	117	99	110	103	67	109	103	108	118
KM12	74	105	92	84	109	40	102	89	102	104
SNB-19	90	98	89	79	106	105	104	106	98	102
HCT-116	56	97	77	84	101	67	99	79	106	103
SF-268	68	108	90	67	100	62	101	85	103	104
HT29	62	100	94	84	99	68	103	99	102	106
SNB-75	97	94	22	76	100	92	77	100	104	88
HCT-15	36	94	81	85	103	42	100	107	104	105

# Given with each value named: part of the list above.
55: COc1ccc(OC)c(NC=O)c1
  SW-620: 105
  HCC-2998: 103
  KM12: 109
  SNB-19: 106
  HCT-116: 101
  SF-268: 100
  HT29: 99
  SNB-75: 100
  HCT-15: 103
53: COc1ccc2c(c1)/C(=C\c1c(-c3ccc(C)cc3)nc3sc(-c4cc(OC)c(OC)c(OC)c4)nn13)C(=O)N2
  SW-620: 100
  HCC-2998: 99
  KM12: 92
  SNB-19: 89
  HCT-116: 77
  SF-268: 90
  HT29: 94
  SNB-75: 22
  HCT-15: 81
52: O=C(OCCCl)c1ccco1
  SW-620: 112
  HCC-2998: 117
  KM12: 105
  SNB-19: 98
  HCT-116: 97
  SF-268: 108
  HT29: 100
  SNB-75: 94
  HCT-15: 94
57: O=Cc1cccc(OCc2ccccc2)c1
  SW-620: 101
  HCC-2998: 109
  KM12: 102
  SNB-19: 104
  HCT-116: 99
  SF-268: 101
  HT29: 103
  SNB-75: 77
  HCT-15: 100

# New compounds follow
61: Cn1cnc2c(SCc3ccccc3)ncnc21
62: Cc1ccc(C2=Nn3c(nn4c(SCC(=O)c5ccc(Cl)cc5)nnc34)SC2)cc1
63: CCOC(=O)C1=C(C)N=C2Sc3cc(OC(F)(F)F)ccc3N2[C@H]1c1ccccn1
64: Cc1nnc2nc(-c3ccc(Cl)cc3)cc(-c3ccco3)n12
65: N#Cc1cc(-c2cc3ccccc3o2)oc1N
66: Cc1nc(N)c(N=O)c(=O)[nH]1
67: Cc1c(/C=N/NC(N)=S)c(=O)n(-c2ccccc2)n1C
68: O=C(O)CC/C(=N\Nc1ccc([N+](=O)[O-])cc1[N+](=O)[O-])C(=O)O
69: CCN1CCN(C(=O)[C@@]2(C)CC[C@]3(C)CC[C@]4(C)C(=CC(=O)[C@@H]5[C@@]6(C)C/C(=C/c7cccnc7)C(=O)C(C)(C)[C@@H]6CC[C@]54C)[C@@H]3C2)CC1
70: CCCCCCCCCCCC(=O)NN

Compound	61	62	63	64	65	66	67	68	69	70
SW-620	106	105	24	107	12	102	114	103	74	103
HCC-2998	110	104	69	124	.	114	96	103	84	98
KM12	122	102	32	102	0.4*	108	103	96	81	99
SNB-19	94	87	38	76	24	98	102	100	93	99
HCT-116	105	96	24	103	8.1*	95	103	96	40	97
SF-268	108	72	48	105	29	105	98	94	83	82
HT29	100	105	39	101	8.0*	106	100	107	60	94
SNB-75	101	92	63	50	24	102	102	91	92	100
HCT-15	102	98	14	80	10.0*	97	97	110	55	98
